High-throughput results from PubChem BioAssay.
PTK2B oligo ant – antagonists of human Pyk2 oligomerization; z-score (the deposit names both 25 µM and 10 µM); 0.83% of 99,000 active; Q14289; Q293 cells, Pyk2 FERM NanoBiT luminescence; hits give low values;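 active = Z-score of -3 or lower, scaled per plate to the spread of control and sample wells; inactive = z-score above -3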;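 also: negative z-score means lost luminescence so less FERM oligomerization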
Plk1 PBD FP – blocks phosphopeptide binding to human Plk1 polo box domain. AID 693. 0.13% of 97,000 active. P53350. inhibition, %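 (tested at about 20 µM)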. Plk1 PBD phosphopeptide binding, fluorescence polarization; in the data active = inhibition above about 34%, passing the limit was not always enough
Rev-RRE block – inhibitors of HIV-1 Rev-RRE RNA interaction. P05866. Rev peptide-RRE RNA binding, FRET. inhibition, % at 8 µM. 0.79% of 97,000 active. AID 704;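 active = inhibition above the screen-wide mean plus 3 SD, cut at about 35% in these data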;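 also: 0% = median DMSO wells and 100% = median Neomycin B control wells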
Target sequence (P05866 whole entry, looked up): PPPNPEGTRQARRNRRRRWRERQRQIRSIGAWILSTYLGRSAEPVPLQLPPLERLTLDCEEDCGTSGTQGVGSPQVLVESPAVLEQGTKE
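Test system: labelled RRE RNA duplex and labelled Rev peptide. Times: 5 min compound–RNA preincubation, then 15 min with peptide, 25 °C. Doses: single-dose 8 µM. Measured by: FRET, excitation 480 nm, emission 540 nm donor and 671 nm acceptor. Measure: % inhibition of FRET ratio versus controls.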
EphB4 ephrin blk – blocks human EphB4 binding to ephrin-B2 | P54760 | EphB4 LBD / TNYL-RAW-Alexa532 peptide, fluorescence polarization | inhibition, % at 7 µM | 0.15% of 97,000 active | AID 720;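 active = inhibition above the screen-wide mean inhibition plus 3 SD, cut at about 15% in these data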;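 also: 0% = DMSO wells and 100% = excess unlabeled TNYL-RAW peptide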
PTPN22 act – increases human PTPN22 phosphatase activity. recombinant LYP, DiFMUP fluorescence; 0 = plate median, 100 = signal doubled. activation, % at 2 µM. 0.11% of 96,000 active. AID 697;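 active = activation at 2 µM above a set limit, the mean plus 5 SD, cut at about 37% in these data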
Target sequence (Q9Y2R2 whole entry, looked up): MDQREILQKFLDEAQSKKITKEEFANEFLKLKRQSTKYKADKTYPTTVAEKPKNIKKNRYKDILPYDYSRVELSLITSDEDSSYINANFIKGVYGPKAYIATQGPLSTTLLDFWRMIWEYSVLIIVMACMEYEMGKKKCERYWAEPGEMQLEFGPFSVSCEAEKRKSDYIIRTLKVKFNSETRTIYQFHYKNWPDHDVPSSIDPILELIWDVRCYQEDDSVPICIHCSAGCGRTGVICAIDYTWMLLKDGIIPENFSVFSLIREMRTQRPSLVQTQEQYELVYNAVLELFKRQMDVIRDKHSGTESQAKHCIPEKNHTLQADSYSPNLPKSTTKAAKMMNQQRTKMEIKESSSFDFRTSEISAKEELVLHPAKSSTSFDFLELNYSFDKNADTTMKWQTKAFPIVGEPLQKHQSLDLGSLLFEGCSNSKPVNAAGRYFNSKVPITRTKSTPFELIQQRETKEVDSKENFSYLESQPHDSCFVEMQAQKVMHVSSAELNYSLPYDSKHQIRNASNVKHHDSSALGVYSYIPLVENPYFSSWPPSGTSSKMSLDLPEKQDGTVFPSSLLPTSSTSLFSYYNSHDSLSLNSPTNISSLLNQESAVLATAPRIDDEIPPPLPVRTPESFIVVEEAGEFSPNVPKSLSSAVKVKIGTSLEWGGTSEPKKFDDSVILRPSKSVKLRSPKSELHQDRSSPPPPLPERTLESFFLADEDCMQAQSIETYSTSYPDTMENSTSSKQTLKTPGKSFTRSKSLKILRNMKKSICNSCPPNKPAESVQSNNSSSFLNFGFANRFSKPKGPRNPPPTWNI
cytoskel mod – modifiers of cytoskeleton assembly; 0.18% of 91,000 active; AID 836; inhibition, % at 2 µM; HUVEC TNFa F-actin phalloidin imaging, high content;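 active = inhibition above the batch mean plus 3 SD and confirmed as a hit by visual image inspection, cut at about 30% in these data, passing the limit was not always enough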; also: strong numbers were not always called active
PLK1 inh – blocks human PLK1 kinase activity | P53350 | recombinant PLK1 kinase, TR-FRET peptide phosphorylation | inhibition, % at 10 µM | 0.53% of 97,000 active;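 active = inhibition of 50% or more in the single-concentration screen; inactive = inhibition below 50%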;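 also: 0% = DMSO max control and 100% = H-89 dihydrochloride min control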
LYP inh 2 – LYP (human) phosphatase inhibition | Q9Y2R2 | recombinant LYP catalytic domain, DiFMUP fluorescence | inhibition, % at 2 µM | 0.21% of 96,000 active;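 active = inhibition at 2 µM at or above a set limit, the screen mean plus 3 SD, cut at about 24% in these data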;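 also: 0% = DMSO with enzyme and 100% = enzyme fully blocked by orthovanadate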
FAK inh – FAK (human) kinase inhibition | Q05397 | biochemical FAK kinase activity assay | inhibition, %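 (tested at 7 µM)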 | 0.84% of 97,000 active; in the data active = inhibition above about 19%;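 also: 0% = DMSO and 100% = reference compound high control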
An asterisk follows results filed as active; x = no result given; [ ] = another dose, or the depositor's remark. This is a subset; rates above refer to the full screens.

Values run as follows: PTPN22 act	cytoskel mod	PLK1 inh	Plk1 PBD FP	PTK2B oligo ant	Rev-RRE block	LYP inh 2	FAK inh	EphB4 ephrin blk
1: O=C(O)C12C3CCCC1C32c1ccccc1 (stereo not drawn)
  0	-11	1	2	0.57	5	-3	3	-7
2: CCOC(=O)c1c(N)n(Cc2ccco2)c2nc3ccccc3nc12
  -4	2	-17	3	0.02	18	2	3	4
3: CC12CN3CC(c4ccccc4)(CN(C1)C31CCCCC1)C2=O
  6	4	-2	-8	-0.33	3	-12	-1	6
4: COc1ccccc1-n1c(O)c(C=NCc2ccc3c(c2)OCO3)c(=O)[nH]c1=O
  4	5	-4	0	0.3	10	2	2	-4
5: OC(C#CCN1CCOCC1)(c1ccccc1)C1CCCC1 (stereo not drawn)
  12	6	1	3	1.4	2	-12	0	-2
6: O=c1cccc2n1CC1CC2CN(Cc2ccc3c(c2)OCO3)C1 (stereo not drawn)
  0	-20	-1	-10	-0.16	10	-3	-1	-1
7: COc1ccc2c(c1)c(C(=O)O)c(C)n2CC(C)C
  0	-19	3	-12	0.47	7	-2	10	-5
8: CN(C)C1(c2nnnn2CCOC(=O)Nc2ccc(Cl)cc2)CCCCC1
  -7	9	-8	-21	0.41	14	6	-1	5
9: O=C(Cc1ccccc1)Oc1ccccc1N1C(=O)CCC1=O
  -9	-20	-14	-12	0.14	4	4	0	-1
10: CN1CCN(c2ccc(C(N)=O)cc2N)CC1
  16	-8	-13	-16	0.92	6	-18	-1	-8
11: CSCCC(N=Cc1c(O)n(-c2ccc(Br)cc2)c(=O)[nH]c1=O)C(=O)OC(C)(C)C (stereo not drawn)
  -2	-8	-8	-3	-0.4	2	0	9	6
12: O=C(COc1ccc(Cl)cc1Cl)N1CCN(C/C=C/c2ccccc2)CC1
  -4	-13	9	-12	-0.63	6	5	1	-11
13: O=P(C(c1c[nH]c2ccccc12)N1CCOCC1)(N1CCOCC1)N1CCOCC1 (stereo not drawn)
  7	x	-10	14	0.6	1	-9	1	14
14: Cc1nn(C2CCOC(C)(C)C2)c2c1C(c1ccc3c(c1)OCO3)SCC(=O)N2 (stereo not drawn)
  -2	-13	-6	-5	0.04	-2	3	-4	-1
15: O=C(COc1ccccc1)N1CCN(C2CC3CCC2C3)CC1 (stereo not drawn)
  -13	-19	-18	-16	1	4	10	0	8
16: CC(=NCc1ccco1)c1c(O)n(Cc2ccccc2)c(=O)[nH]c1=O
  -8	x	-1	7	1.6	11	7	-1	1
17: COc1ccc(-n2c(O)c(C(C)=NCCCn3ccnc3)c(=O)[nH]c2=O)cc1
  -14	10	4	-3	1.1	7	10	-7	3
18: C=CCn1c(O)c(C=NCCN(C)C)c(=O)[nH]c1=O
  -5	10	-4	2	1.9	38*	4	-4	3
19: OCCN1C2CCC1CC(O)(c1ccc(F)cc1)C2 (stereo not drawn)
  5	-1	-12	-3	0.33	2	-3	1	1
20: O=c1cc(C(F)(F)F)c2cc3c4c(c2o1)CCCN4CCC3
  2	2	-26	-157	-0.5	132*[fluorescence artefact?]	-2	3	3
21: CC1(C)CC2(CCO1)NCCN1C(=O)CSC12 (stereo not drawn)
  -11	8	-8	29	0.64	4	9	-2	-4
22: COc1ccc2c(c1)c(C(=O)O)c(C)n2C(C)C
  -4	8	-14	-22	-0.87	0	5	4	-4
23: Cc1ccc2c(c1)CC1(CN2C)C(=O)NC(=O)N(c2cc(C)ccc2C)C1=O (stereo not drawn)
  11	-13	-8	-27	0.17	1	-14	-4	-3
24: COC(=O)[C@@H]1[C@@H](C(=O)OC)C2(c3ccccc3-c3ccccc32)N(c2ccc(Cl)cc2)N1C#N
  -20	-13	-10	5	-2.4	1	18	-1	-6
25: CCn1c(=O)cc(SCC(=O)N2CCC3(CC2)OCCO3)c2ccccc21
  3	-18	-12	-10	3.1	8	-3	-11	-2
26: O=C(C1CC(c2ccccc2O)=NO1)N1CCC2(CC1)OCCO2 (stereo not drawn)
  6	13	0	-7	0.43	9	-6	0	3
27: O=c1[nH]c(=O)n(C2CCCCCC2)c(O)c1C=NCC1CCCO1 (stereo not drawn)
  -5	2	-3	-9	-0.69	5	3	1	-1
28: CCC(=O)Nc1ccc(N2CCN(CC)CC2)c(Cl)c1
  4	11	-7	-5	-0.01	7	-2	-2	2
29: COc1cccc(-n2c(C)nc3ccccc3c2=O)c1
  0	-1	-8	3	1.1	6	-6	-4	-1
30: COC(=O)CSC1=NP(=S)(SCC(=O)OC)N2CCCC2=C1C#N (stereo not drawn)
  -8	0	-3	10	0.7	2	7	1	3
31: CCOC(=O)C1=C(N)Oc2cc(C)oc(=O)c2C12C(=O)N1c3c(cccc32)C(C)CC1(C)C (stereo not drawn)
  2	0	2	-18	0.26	-1	-7	-6	1
32: CC(=NCCC1=CCCCC1)c1c(O)[nH]c(=O)[nH]c1=O
  5	2	-18	20	0	8	-7	5	5
33: CCCCn1c(O)c(C(C)=NCCCn2ccnc2)c(=O)[nH]c1=O
  3	12	2	27	0.38	8	0	0	2
34: COc1ccc(CCNCc2ccc(F)cc2)cc1OC
  -13	12	2	24	0.56	3	12	2	-3
35: O=C1NC(=O)N(C2CCCCC2)C(=O)C1C1c2ccccc2C(=O)N1Cc1ccccc1 (stereo not drawn)
  -7	32	-4	4	0	6	5	-2	2
36: O=C(Cc1ccccc1)OCn1nnc2ccccc2c1=O
  -2	-17	-11	-20	0.49	6	2	0	2
37: O=C(Cc1ccccc1)N1CCN(C2CCCC2)CC1
  7	3	-9	4	-0.42	6	-8	0	2
38: COc1ccc(CCNCc2ccc(SC)cc2)cc1
  12	26	-6	-5	x	-10	-14	4	1
39: O=c1[nH]c(=S)n(Cc2ccco2)c(O)c1C=NCc1cccs1
  -1	-5	-7	-5	-0.59	6	1	6	-2
40: Cc1cccn2c(=O)c3c(nc12)N1CCc2ccccc2C1C1(C3)C(=O)NC(=O)N(C)C1=O (stereo not drawn)
  21	-1	-10	2	-0.05	1	-21	0	-7

Results in sequence from above:
Nos. 19–28 in FAK inh: 1, 3, -2, 4, -4, -1, -11, 0, 1, -2

Single entries from the results shown:
O=C(Cc1ccccc1)N1CCN(C2CCCC2)CC1 – Rev-RRE block = 6
CCC(=O)Nc1ccc(N2CCN(CC)CC2)c(Cl)c1 – LYP inh 2 = -2
COc1cccc(-n2c(C)nc3ccccc3c2=O)c1 – PTPN22 act = 0

Next compounds
Values run as follows: PTPN22 act	cytoskel mod	PLK1 inh	Plk1 PBD FP	PTK2B oligo ant	Rev-RRE block	LYP inh 2	FAK inh	EphB4 ephrin blk
41: CC(C)CN(CC(C)C)c1ccc(C=C2C(=O)NC(=S)NC2=O)cc1[N+](=O)[O-]
  -8	7	-12	15	-1.4	-11	13	6	5
42: Cc1cccc(C)c1NC1=NCCCS1
  -1	14	-8	10	x	2	-3	4	-2
43: Cc1nn(CCC#N)c2c1P(=S)(N1CCCC1)OC(c1ccc(F)cc1)=N2 (stereo not drawn)
  5	-25	-21	-5	-0.19	3	-9	2	-9
44: COc1ccc(-n2c(O)c(C=NCCCn3ccnc3)c(=O)[nH]c2=O)cc1
  -3	-20	3	-11	-0.25	4	4	0	-1
45: CC(C)CNC(=O)c1c(N)n(Cc2ccc3c(c2)OCO3)c2nc3ccccc3nc12
  -11	-1	20	2	-1.9	19	13	31*	9
46: Cc1cccc(NC(=O)CSc2nnc([C@@H](N)Cc3c[nH]c4ccccc34)o2)c1C
  -9	33	-7	-8	-0.05	5	8	2	2
47: CC(c1ccccc1)n1cncc1C(=O)N1CCCC1=O (stereo not drawn)
  -5	-1	-15	5	0.19	5	2	-2	0
48: CCCC(C)C1(CC)C(=O)NC(=Nc2ccccc2OC)NC1=O (stereo not drawn)
  10	9	-4	-2	-0.75	6	-8	-4	7
49: O=P(O)(O)COc1ccccc1O
  7	18	-3	2	0.22	5	-9	7	1
50: CC1=CC(=O)C2=C(C)CC(O)C3C(C)C(=O)OC3C12 (stereo not drawn)
  6	0	-13	8	-0.51	1	-7	0	-4
51: CCC(=NCc1ccco1)c1c(O)n(C2CCCCC2)c(=O)[nH]c1=O
  2	5	-8	4	-0.25	15	-4	7	4
52: O=C1C2CCCN2C(c2cccs2)N1c1ccccn1 (stereo not drawn)
  -11	14	2	10	-0.32	3	9	-3	-10
53: CCOC(=O)C1=C(C)OC(N)=C(C(=O)OCC)C12C(=O)Nc1ccc(Br)cc12 (stereo not drawn)
  -10	x	1	-15	0.52	4	8	1	-3
54: O=C(C1CC(=O)N(C2CCCCC2)C1)N1CCC2(CC1)OCCO2 (stereo not drawn)
  -8	-4	-20	15	-1	11	6	1	5
55: COc1ccc(-n2c(O)c(C=Nc3c(C)n(C)n(-c4ccccc4)c3=O)c(=O)[nH]c2=O)cc1
  3	11	-3	-32	-0.34	2	0	-3	-6
56: O=C1NC(c2cccnc2)Nc2sc3c(c21)CCCC3 (stereo not drawn)
  0	4	-3	-25	0.53	5	0	0	2
57: CC(C)CCn1c(=O)c(C(=O)Nc2ccccc2S(N)(=O)=O)c(O)c2ccccc21
  1	-5	-17	4	-1.1	4	0	-1	0
58: CCOc1ccc(N=C2SCCCN2C)cc1
  3	-2	-11	11	-0.56	4	-9	0	0
59: CCCOP(=O)(O)c1c([N+](=O)[O-])cc(C(F)(F)F)cc1[N+](=O)[O-] (tested in a mixture with another compound)
  -4	11	-7	16	0.2	6	4	0	0
60: C=Cn1ccnc1P(=S)(c1nccn1C=C)c1nccn1C=C
  4	4	-8	-11	-0.02	-1	-4	-4	-4

Among those listed so far, five have fluorine.
Values run as follows: PTPN22 act	cytoskel mod	PLK1 inh	Plk1 PBD FP	PTK2B oligo ant	Rev-RRE block	LYP inh 2	FAK inh	EphB4 ephrin blk
19: OCCN1C2CCC1CC(O)(c1ccc(F)cc1)C2 (stereo not drawn)
  5	-1	-12	-3	0.33	2	-3	1	1
20: O=c1cc(C(F)(F)F)c2cc3c4c(c2o1)CCCN4CCC3
  2	2	-26	-157	-0.5	132*[fluorescence artefact?]	-2	3	3
34: COc1ccc(CCNCc2ccc(F)cc2)cc1OC
  -13	12	2	24	0.56	3	12	2	-3
43: Cc1nn(CCC#N)c2c1P(=S)(N1CCCC1)OC(c1ccc(F)cc1)=N2 (stereo not drawn)
  5	-25	-21	-5	-0.19	3	-9	2	-9
59: CCCOP(=O)(O)c1c([N+](=O)[O-])cc(C(F)(F)F)cc1[N+](=O)[O-] (tested in a mixture with another compound)
  -4	11	-7	16	0.2	6	4	0	0

Remaining list, next part
Values run as follows: PTPN22 act	cytoskel mod	PLK1 inh	Plk1 PBD FP	PTK2B oligo ant	Rev-RRE block	LYP inh 2	FAK inh	EphB4 ephrin blk
61: ClCCNc1nc2ccc(Cl)cc2[nH]1
  -3	-16	-4	12	-0.11	2	5	3	-1
62: COC(=O)C1=Nc2ccccc2/C1=C\c1c(O)n(-c2ccc(OC)cc2)c(=O)[nH]c1=O
  8	x	-13	28	0.64	12	-5	2	-10
63: CC(C)CCNC(=O)c1c(N)n(CC2CCCO2)c2nc3ccccc3nc12 (stereo not drawn)
  -8	-24	-4	-15	-1.2	7	8	2	-6
64: COC(=O)CN1C(=O)C2(C(C(=O)OC)=C(N)Oc3ccccc32)C2=C1CC(C)(C)CC2=O (stereo not drawn)
  5	5	-9	-5	1.9	-4	-2	0	4
65: FC(F)(F)/C(=N\P(=S)(N1CCOCC1)N1CCOCC1)N1CCOCC1
  -3	14	-4	22	-0.96	4	1	1	-6
66: Cc1ccc(S(=O)(=O)NC(CC(=O)N2CCC3(CC2)OCCO3)c2ccco2)cc1 (stereo not drawn)
  -2	-8	-6	-33	0.52	-1	1	-2	2
67: OC1(c2ccccc2F)CC2CCC(C1)N2CCN1CCOCC1 (stereo not drawn)
  11	57	-3	-1	-0.27	6	-12	3	9
68: CCCCn1c(O)c(C(CC)=NCc2ccco2)c(=O)[nH]c1=O
  -7	-7	-5	12	0.96	8	10	8	-2
